# Screening results (PubChem)
# GPR55 beta-arrestin: GPR55 agonists via beta-arrestin recruitment, primary screen, imaging, U2OS cells, beta-arrestin-GFP redistribution (AID 1961) | U2OS GPR55 beta-arrestin-GFP redistribution imaging; higher % means a stronger effect | G-protein coupled receptor 55 (Homo sapiens) | 290,000 tested, 0.048% active | one-dose activation, % at 10 µM; EC50 in µM for titrated hits;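 active means activation above 40% with more than 50 cells counted in the well; inconclusive means wells holding fewer than 50 cells, flagged as toxic or sparse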;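 further: U2OS osteosarcoma cells stably expressing GPR55 and beta-arrestin-GFP; plate controls were DMSO negative control for no effect and LPI positive control for full effect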
# T cell HTS: modulators of CD8 T cell-vesicle binding, primary screen, mouse 2C CD8+ T cells, flow cytometry | 2C CD8+ T cell-vesicle binding; stronger effect = lower value | calls only at 7 µM | 330,000 tested, 0.068% active | AID 2052, 2009;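 active means response, share of CD8 T cells binding vesicles, and their 90th percentile fluorescence all below set limits, cut at about 80% in these data, passing the limit was not always enough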
#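 Also added: QL9-peptide-loaded Drosophila micro-vesicles bearing Ld, ICAM-1 and B7-1; Test system: purified 2C TCR transgenic mouse naive CD8+ T cells; Measured by: cytometric PE anti-B7-1 and Alexa647 anti-CD8 signals after 1% paraformaldehyde fixation; Timing: binding step 1.5 h, 37 °C, antibody labelling 20 min, ice.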
# KOR beta-arrestin-1: KOR agonists, beta-arrestin recruitment, primary screen, cell-based, luminescence, uHTS (AID 1777) | Kappa-type opioid receptor (Homo sapiens) | 280,000 tested, 0.02% active | KOR beta-arrestin recruitment, luminescence; higher % means a stronger effect | activation, % at 10 µM, or EC50 in µM where a hit was titrated; in the data active means activation above about 50%, passing the limit was not always enough; further: a part of the inactive calls stands beside numbers as strong as those of hits
# KOR beta-arrestin-2: KOR antagonists, beta-arrestin recruitment, cell-based, luminescence, uHTS (AID 1778); Kappa-type opioid receptor (Homo sapiens); 290,000 tested, 0.091% active; KOR beta-arrestin recruitment, luminescence, antagonist mode; higher % means a stronger effect; one-dose inhibition, % at 10 µM; IC50 in µM for titrated hits; in the data active means inhibition above about 50%; further: strong numbers were not always called active
# GPR55 antagonists: GPR55 antagonists blocking LPI-driven arrestin recruitment, primary screen, imaging, U2OS, beta-arrestin-GFP, LPI agonist (AID 2013) | U2OS GPR55 beta-arrestin-GFP translocation imaging, LPI antagonism; higher % means a stronger effect | G-protein coupled receptor 55 (Homo sapiens) | one-dose inhibition, % at 10 µM; IC50 in µM for titrated hits | 290,000 tested, 0.13% active;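 active means spots per cell inhibited over 60%, with over 100 cells counted and total cytoplasm intensity under 500,000; inconclusive means wells with under 100 cells, flagged as likely toxic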;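 further: U2OS cells stably carrying GPR55 and arrestin-GFP stimulated by 5 µM LPI near EC80; imaged beta-arrestin-GFP aggregate spots per cell after agonist stimulation; plate controls were LPI-stimulated DMSO wells for no effect and DMSO wells without LPI for full effect; some results filed as inactive read as strong as hits; confirmed hits need IC50 under 10 µM and bright autofluorescent wells are also inconclusive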
# NTR1 ag: agonists of NTR1, primary screen, imaging, U2OS cells, beta-arrestin-GFP, high content (AID 493036) | Neurotensin receptor type 1 (Homo sapiens), P30989 | 330,000 tested, 0.17% active | activation, % at 20 µM | NTR1-U2OS beta-arrestin-GFP spot imaging, agonist mode;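 active means activation at or above 40% of the spot to cytoplasm intensity ratio, with at least 20 cells analyzed; inconclusive means wells under 20 cells, flagged as cytotoxic or low count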;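 further: 0% = DMSO without peptide and 100% = 100 nM NTR1 peptide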
# Target sequence (P30989 whole entry, looked up): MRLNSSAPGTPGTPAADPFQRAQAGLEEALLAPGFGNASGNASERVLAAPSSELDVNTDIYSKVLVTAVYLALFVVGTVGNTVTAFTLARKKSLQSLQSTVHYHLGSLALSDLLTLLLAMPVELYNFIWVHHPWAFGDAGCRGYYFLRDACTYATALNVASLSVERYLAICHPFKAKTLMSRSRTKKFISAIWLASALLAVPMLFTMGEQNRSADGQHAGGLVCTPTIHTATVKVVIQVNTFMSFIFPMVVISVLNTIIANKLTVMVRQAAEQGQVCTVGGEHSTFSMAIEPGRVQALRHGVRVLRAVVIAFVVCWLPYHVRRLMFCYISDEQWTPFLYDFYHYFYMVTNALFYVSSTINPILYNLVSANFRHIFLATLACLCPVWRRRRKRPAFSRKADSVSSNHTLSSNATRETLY
# GPR35 arrestin U2OS: GPR35 antagonists blocking zaprinast-driven arrestin recruitment, primary screen, imaging, U2OS, beta-arrestin-GFP, zaprinast agonist (AID 2058). G-protein coupled receptor 35 (Homo sapiens). U2OS GPR35 beta-arrestin-GFP translocation imaging, zaprinast antagonism; higher % means a stronger effect. inhibition, % at 10 µM; hits with a dose series show IC50 in µM. 290,000 tested, 0.052% active;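 active means inhibition of at least 50% with at least 30 cells and total cytoplasm GFP at most 10,000,000; inconclusive means under 30 cells or total GFP of 10,000,000 plus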
# PhoP inhibition: inhibitors of PhoP regulon expression, primary screen, Salmonella Typhimurium, GFP reporter (AID 1863); 300,000 tested, 0.16% active; inhibition, % at 50 µM; hits with a dose series show IC50 in µM; S. Typhimurium PhoP-regulated promoter GFP reporter, 4 h; higher % means a stronger effect;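 active means inhibition over 29.93%, a cutoff 3 SD above the screen mean, later confirmed by dose response; inconclusive means inhibition over 29.93% but no dose response follow-up; inactive means inhibition at most 29.93% or unconfirmed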;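 further: 0% = low Mg2+ inducing control and 100% = high Mg2+ repressing control; strong numbers were not always called active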
# West Nile virus CPE: West Nile virus antiviral activity, cell-based, CPE readout (AID 1621); CPE inhibition, % at 10 µM; hits with a dose series show IC50 in µM; 290,000 tested, 0.02% active; West Nile virus-infected cells, CPE inhibition; higher % means a stronger effect; in the data active means a potency from the dose series; inconclusive means CPE inhibition mostly from about 3.7% at the one dose, without a potency; inactive means the rest, 99 in 100 with CPE inhibition below about 2.2%; further: strong numbers were not always called active
# T cell HTS vesicle-bound %: also measured in T cell HTS; calls as there; double positive events, %; measured here: CD8+ vesicle-bound cell fraction;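 binding gate set so that unloaded-vesicle control wells show 10% double positive cells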
# NTR1 ag cell count 20 µM: recorded beside NTR1 ag, whose call it bears; cell count; measured here: cell count, cytotoxicity flag
# Numbers without * were called inactive; i = inactive; ? = inconclusive; · = no result given; [ ] = remark or other dose.
molecule	GPR55 beta-arrestin	T cell HTS	T cell HTS vesicle-bound %	KOR beta-arrestin-1	KOR beta-arrestin-2	GPR55 antagonists	NTR1 ag	NTR1 ag cell count 20 µM	GPR35 arrestin U2OS	PhoP inhibition	West Nile virus CPE
COc1ccccc1C(=O)NNC(=O)c1ccc(NC(=O)CC(C)C)cc1	0.2%	i	30.9	1.2%	-14.6%	-5.2%	2.1	39	-0.7%	-7.2%	0.5%
Cc1ccc(S(=O)(=O)N2CCC(C(=O)N[C@@H](C)C(=O)NCC3CCCO3)CC2)cc1 (some centres undefined)	0.1%	i	30.5	-0.1%	-7.9%	-9.7%	-1.4	86	5.0%	-10.0%	-0.1%
Cc1nc2n(n1)CC(O)CS2 (centres undefined)	0.2%	i	17.8	-4.5%	0.3%	0.8%	0.3	79	-0.8%	3.7%	0.0%
CCc1ccccc1NC(=O)CN(C)C(=O)Cn1ncc(Cl)c(Cl)c1=O	-0.2%	i	26.2	-5.3%	30.0%	22.7%	·	·	8.6%	-3.7%	-1.7%
COc1ccc(/C=C/C(=O)c2ccc(OC)cc2OC)cc1	-0.2%	i	28.5	0.0%	-8.1%	4.3%	-0.6	89	3.5%	-0.2%	2.9%
CC1(C)Cc2c(cnn2-c2ccc(F)cc2)C(NC(=O)CN2CCCC2=O)C1 (centres undefined)	-0.1%	i	17.0	1.1%	3.5%	12.6%	-0.9	69	-3.9%	-6.0%	-0.4%
COc1cccc(-c2cc(C(=O)N3CCCc4ccccc43)no2)c1	-0.1%	i	2.5	2.3%	3.2%	10.7%	8.3	56	-3.4%	2.2%	-0.2%
CCOC(=O)c1cncc(C#CCO)c1	-0.2%	i	54.5	3.1%	13.0%	8.6%	1.0	56	13.5%	-2.3%	-0.6%
CCOc1ccc(NC(=O)N2CCC(n3nnc4cc(C)ccc43)CC2)cc1	0.2%	i	24.9	-4.9%	23.7%	5.7%	0.6	83	-10.2%	6.5%	-0.9%
NC(=O)c1ccccc1NC(=O)c1ccoc1	0.3%	i	31.0	6.4%	-4.3%	15.0%	-0.1	58	0.1%	-3.9%	-0.3%
CCN1CCN(C(=S)c2ccc(OCC(=O)N3CCOCC3)cc2)CC1	-0.1%	i	34.3	-1.8%	0.9%	6.0%	-3.5	86	-3.1%	0.5%	-0.2%
COc1ccc(CC2SC(N)=NC2=O)cc1 (centres undefined)	0.6%	i	53.8	-3.1%	-32.8%[20 µM]	-0.9%	0.5	45	11.5%	4.8%	0.0%
Cc1nc(C(=O)NNC(=O)c2ccc(Cl)cc2)cs1	-0.2%	i	29.1	1.5%	29.2%	8.0%	2.9	40	-3.0%	-0.5%	-0.3%
Cc1cccc(NC(=O)c2nc[nH]c2C(=O)N[C@@H](CC(C)C)C(=O)OCc2ccccc2)c1	2.0%	i	60.5	-3.1%	26.4%	7.9%	34.7	59	-4.4%	-3.6%	-1.0%
Cc1cc(NC(=O)CSc2ccc3c(c2)OCCO3)no1	0.3%	i	58.6	3.2%	-39.2%	8.6%	0.3	61	-6.4%	1.5%	0.1%
COc1ccc(OC)c(S(=O)(=O)N2CCN(c3ccc(F)cc3)CC2)c1	0.2%	i	57.3	-4.6%	1.9%[20 µM]	-11.9%	0.7	58	-3.9%	1.0%	-1.1%
COP(=O)(OC)c1nc(-c2ccccc2)oc1N1CCOCC1	-0.3%	i	16.7	0.8%	3.8%	16.9%	1.2	78	5.1%	-2.0%	0.2%
O=C(COC(=O)CNC(=O)c1sc2ccccc2c1Cl)Nc1c(Cl)cc(Cl)cc1Cl	-0.2%	i	46.5	0.2%	-27.2%	13.0%	1.6	64	6.6%	-1.6%	0.1%
O=C(N/N=C/c1cccs1)c1ccc2ncccc2c1	0.3%	i	66.8	0.1%	6.4%[20 µM]	5.5%	2.8	64	1.4%	-2.9%	1.1%
CCOC(=O)N1CCN(C(=O)c2ccc(NS(=O)(=O)c3ccc(F)cc3)cc2)CC1	0.3%	i	38.4	2.9%	-6.2%	-6.7%	-0.5	47	-13.9%	5.8%	-0.7%
Cn1c(=O)[nH]c(=O)c2[nH]c(N(Cc3ccccc3)Cc3ccccc3)nc21	-0.2%	i	47.6	10.9%	-10.1%	-2.5%	5.3	52	-0.4%	6.6%	0.1%
O=C1CC(N2CCN(c3ccc(F)cc3)CC2)C(=O)N1c1ccc(F)cc1 (centres undefined)	0.1%	i	60.7	3.9%	-34.5%[20 µM]	-6.0%	1.9	56	-9.8%	-6.4%	-0.5%
CCOc1ccc(-n2c(SCC(=O)Nc3cc(C)on3)nnc2-c2c[nH]c3ccccc23)cc1	-0.1%	i	12.8	2.9%	7.6%	5.5%	1.8	68	6.5%	11.8%	-0.6%
Brc1ccc(-c2ccc(/C=N/Nc3nc(N4CCOCC4)nc(N4CCOCC4)n3)o2)cc1	0.0%	i	21.4	7.3%	-28.6%	-4.1%	13.7	47	-9.0%	1.9%	-1.1%
C=C(C)CSc1nc(C)c(Cc2ccccc2)c(=O)[nH]1	-0.1%	i	43.4	-2.5%	28.1%	2.7%	0.2	82	2.4%	3.9%	-0.1%
O=C(NC1CC1)C1=C[C@@H](c2ccc(Br)cc2)C[C@@H](OCc2ccc(CO)cc2)O1	-0.1%	i	22.2	-1.6%	-18.8%	6.7%	0.4	63	-19.1%	-5.0%	-0.7%
CC(SCC(=O)Nc1ccc(S(=O)(=O)N2CCCCC2)cc1)C(=O)O (centres undefined)	0.0%	i	7.7	-2.0%	-22.1%	3.6%	-1.3	41	-17.4%	-3.6%	0.5%
CC1=NN2C(=N)/C(=C\c3cc(C)n(-c4ccc(C)cc4)c3C)C(=O)N=C2S1	0.2%	i	11.7	1.0%	9.5%	45.7%	1.5	47	12.6%	0.5%	0.4%
CCOC(=O)CC1C(=O)NCCN1c1nc2c(C)cccn2c(=O)c1/C=C1\SC(=S)N(C(C)CC)C1=O (centres undefined)	-0.1%	i	58.4	2.6%	-4.9%	?	-1.0	49	55.7%*	-72.2%	?
COC(=O)c1sccc1NC(=O)c1ccccc1	0.0%	i	59.4	-4.7%	10.0%	-5.7%	-1.5	96	0.4%	8.2%	-0.5%
Cc1cccc(C2c3[nH]c4ccccc4c3CCN2C(=O)c2nn(C)c(=O)c3ccccc23)n1 (centres undefined)	-0.1%	i	46.9	2.2%	-14.9%	-2.6%	6.4	53	-2.5%	3.1%	1.2%
CSCCC(NS(=O)(=O)c1ccc(Cl)cc1)C(=O)OCC(=O)c1ccc(F)cc1 (centres undefined)	0.1%	i	47.1	1.6%	9.9%	11.5%	1.3	49	16.5%	-5.3%	0.2%
CCCC1=C(C(=O)OCC)C(c2cccs2)C(C#N)=C(N)O1 (centres undefined)	-0.1%	i	8.4	17.2%	-29.6%	-5.5%	3.6	78	-6.0%	7.5%	0.4%
CC(Oc1ccccc1)C(=O)NC1C(=O)N2C1SC(C)(C)C2C(=O)O (centres undefined)	-0.1%	i	36.7	-6.3%	-11.1%[20 µM]	3.6%	-0.1	87	0.2%	-1.9%	0.1%
O=C(CCS(=O)(=O)c1ccc(Br)cc1)Nc1ccc(Cl)cc1F	-0.4%	i	38.5	4.8%	-25.8%	4.1%	-0.3	31	-3.5%	-6.4%	-0.5%
CCOC(=O)c1ccc(N2C(=O)C(C)=C(C)C2=O)cc1	1.0%	i	27.7	-6.5%	10.0%	9.3%	2.2	47	-0.1%	15.1%	0.2%
C=CCN1C(=O)c2cccc3c(N4CCCCC4)ccc(c23)C1=O	-1.0%	i	32.0	-2.0%	-0.7%	10.7%	-1.6	46	-0.3%	-16.5%	-0.6%
O=C(Nc1cccc(C(=O)O)c1)/C(=C/c1ccc2c(c1)OCO2)NC(=O)c1cccc(Br)c1	0.6%	i	62.0	-5.7%	2.8%	7.3%	-0.5	39	34.0%	-5.8%	0.2%
CC1CCCN(C(=S)NCCc2ccccc2)C1 (centres undefined)	-0.1%	i	51.8	1.3%	-9.6%	25.5%	-2.4	82	-3.6%	-0.7%	-0.6%
O=C(CC1OC(=O)c2ccccc21)c1ccco1 (centres undefined)	-0.2%	i	14.4	-3.3%	-16.3%	4.0%	-1.0	67	-2.7%	44.0%	1.8%
COc1ccc(C(=O)NCC(C)CN(C)C)cc1 (centres undefined)	-0.1%	i	52.5	4.2%	-63.8%	-3.1%	0.0	40	-12.3%	4.3%	0.1%
CCOCCCNC(=O)C(NC(=O)c1cnccn1)c1ccc(C)cc1 (centres undefined)	-0.1%	i	27.2	-5.6%	9.1%	-8.6%	-0.4	83	0.3%	2.5%	-0.1%
CCN(CC)S(=O)(=O)c1ccc(N2CCOCC2)c(NC(=O)c2cc([N+](=O)[O-])ccc2Cl)c1	0.4%	i	26.0	4.2%	13.3%	9.3%	2.0	37	-21.7%	-6.5%	-1.4%
N#Cc1c(SCC(=O)Nc2ccccc2)nsc1SCC(=O)Nc1ccccc1	0.6%	i	63.2	15.7%	-177.2%	-3.1%	6.6	72	7.3%	-10.5%	-0.1%
Cc1nc(NC(=O)CN2CCOCC2)sc1C(=O)N(C)C	-0.1%	i	50.6	-4.7%	-3.4%	1.0%	0.4	52	-0.8%	5.8%	0.5%
Cc1cccn2c(=O)c3cc(C(=O)NCCCN4CCCC4=O)n(C)c3nc12	0.1%	i	35.0	-4.6%	-26.1%	1.8%	-0.2	58	18.6%	-4.5%	-0.1%

# Not a hit list; overall some 0.62% were active at least once.
